APOBEC3A inh – APOBEC3A ssDNA deaminase inhibitors, primary screen, selectivity assay for APOBEC3G inhibitor project, biochemical, FAM/TAMRA oligo cleavage fluorescence. 330,000 tested, 0.41% active. DNA dC->dU-editing enzyme APOBEC-3A (Homo sapiens), P31941. recombinant A3A, FAM/TAMRA ssDNA deamination fluorescence. inhibition, % at 20 µM. AID 493011, 2011;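 active means at least 40% inhibition at 20 µM here, with at most 30% in a related deaminase screen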;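 further: plate controls were A3A with DMSO for no effect and wells lacking A3A enzyme for full effect; some results filed as inactive read as strong as hits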
Target sequence (P31941 whole entry, looked up): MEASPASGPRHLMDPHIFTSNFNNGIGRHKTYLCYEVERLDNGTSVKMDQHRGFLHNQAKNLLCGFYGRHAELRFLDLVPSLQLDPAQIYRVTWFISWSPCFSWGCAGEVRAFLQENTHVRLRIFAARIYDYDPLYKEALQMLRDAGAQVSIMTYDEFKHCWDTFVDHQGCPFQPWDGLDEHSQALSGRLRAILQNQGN
hIAP block – human IAP inhibitors, primary screen, biochemical, luminescence, uHTS; Intestinal-type alkaline phosphatase (Homo sapiens), P09923; inhibition, % at 10 µM; purified IAP, CDP-Star luminescence, 30 min; 330,000 tested, 0.12% active;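 active means inhibition reaching a set limit with compound at 10 µM in the primary screen, cut at about 35% in these data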;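 further: plate controls were DMSO wells with enzyme for no effect and no-enzyme buffer wells for full effect; values of inactives mirror those of a sister screen read the other way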
Target sequence (P09923 whole entry, looked up): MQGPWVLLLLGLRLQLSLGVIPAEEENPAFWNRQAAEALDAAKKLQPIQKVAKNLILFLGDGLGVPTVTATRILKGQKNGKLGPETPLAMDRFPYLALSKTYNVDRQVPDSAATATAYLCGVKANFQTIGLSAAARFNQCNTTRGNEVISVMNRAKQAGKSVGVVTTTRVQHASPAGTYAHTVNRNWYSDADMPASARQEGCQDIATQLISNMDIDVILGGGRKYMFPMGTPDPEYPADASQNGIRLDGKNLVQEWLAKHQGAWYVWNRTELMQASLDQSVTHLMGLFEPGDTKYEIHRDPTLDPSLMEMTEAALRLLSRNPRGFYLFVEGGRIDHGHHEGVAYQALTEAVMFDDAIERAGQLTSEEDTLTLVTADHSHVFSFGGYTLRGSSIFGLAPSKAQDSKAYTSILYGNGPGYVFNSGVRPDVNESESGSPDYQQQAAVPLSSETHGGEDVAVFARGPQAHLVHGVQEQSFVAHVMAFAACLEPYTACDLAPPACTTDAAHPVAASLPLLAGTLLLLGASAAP
mIAP block – inhibitors of mouse IAP, primary screen, biochemical, luminescence, uHTS; purified mouse IAP, CDP-Star luminescence, 30 min; intestinal alkaline phosphatase [Mus musculus]; inhibition, % at 10 µM; AID 2806, 2010; 330,000 tested, 0.2% active;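 active means inhibition of at least 40% at 10 µM in the primary screen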;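 further: plate controls were DMSO with enzyme for no effect and no enzyme wells for full effect; values of inactives mirror those of a sister screen read the other way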
hIAP activ – human IAP activators, primary screen, biochemical, luminescence, uHTS | purified human IAP, CDP-Star luminescence, 30 min; hits give high values; 1 = vehicle-only enzyme, 0 = enzyme-free background | 330,000 tested, 0.16% active | Intestinal-type alkaline phosphatase (Homo sapiens), P09923 | activation factor at 10 µM | AID 2524, 2010;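 active means activation factor of the enzyme at least 2-fold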; further: the source names both 10 and 20 µM as test concentration; values of inactives mirror those of a sister screen read the other way
NALP3 yeast inh – NALP3 inflammasome inhibitors in reconstituted yeast, primary screen, luminescence, uHTS. Yeast reconstituted NLRP3/ASC/caspase-1, beta-gal luminescence, 24 h. AID 2825, 2010. 330,000 tested, 0.39% active. inhibition, % at 10 µM;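 active means inhibition of 50% or more; inactive means inhibition below 50%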;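 further: plate controls were induced DMSO wells for no effect and uninduced yeast grown without galactose for full effect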
mIAP activ – activators of mouse IAP, primary screen, biochemical, luminescence, uHTS; muIAP, CDP-Star luminescence, 30 min; hits give high values; 1 = vehicle-only enzyme signal, 0 = enzyme-free wells; activation factor at 10 µM; 330,000 tested, 0.24% active; AID 2805, 2010;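 active means activation factor of at least 2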; further: the source names both 10 and 20 µM as test concentration; values of inactives mirror those of a sister screen read the other way
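System: Mouse IAP enzyme | Also added: CDP-Star substrate | Dosing: Compounds dispensed in DMSO | Schedule: 30 min enzyme-substrate-compound incubation at room temperature | Technique: Chemiluminescence readout | Control set: DMSO-only wells and no-enzyme negative control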
A3G deaminase – APOBEC3G DNA deaminase inhibitors, primary screen, biochemical, fluorescence, single-stranded DNA substrate, uHTS | recombinant A3G, ssDNA deamination FAM/TAMRA fluorescence | AID 493012, 2011 | inhibition, % at 20 µM | 330,000 tested, 0.28% active;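 active means inhibition of at least 40% at 20 µM, with no more than 30% in the related APOBEC3A deaminase screen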;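 further: plate controls were DMSO wells with A3G for no effect and wells lacking A3G enzyme for full effect; some compounds called inactive have numbers as strong as hits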
SENP1 FRET inh – human SENP1 catalytic domain inhibitors, primary screen, biochemical, FRET, uHTS. Sentrin-specific protease 1 (Homo sapiens), Q9P0U3. recombinant SENP1 catalytic domain, CyPet-SUMO1-YPet FRET cleavage. inhibition, % at 10 µM. 360,000 tested, 0.21% active. AID 624204, 2012;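 active means inhibition at least 30% at 10 µM, raw YFP signal under a set limit, fluorescence ratio 0.5 to 1.5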;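 further: 0% = enzyme with DMSO and 100% = no enzyme wells; some results filed as inactive read as strong as hits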
Target sequence (Q9P0U3 419-644 limits assumed): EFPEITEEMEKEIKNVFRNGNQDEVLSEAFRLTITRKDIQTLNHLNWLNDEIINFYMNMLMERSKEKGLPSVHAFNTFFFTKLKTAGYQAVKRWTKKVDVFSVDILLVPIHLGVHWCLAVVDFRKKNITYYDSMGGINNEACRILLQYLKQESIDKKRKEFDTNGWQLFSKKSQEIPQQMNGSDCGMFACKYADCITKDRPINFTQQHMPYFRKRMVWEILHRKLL
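Material: hSENP1 catalytic domain, recombinant; medium: Tris pH 8 with BME, BSA, NP40 and catalase; compound: single concentration of 10 µM compound, 0.5% DMSO final; technique: FRET read of cyan and yellow fluorescence; timing: 50 min enzyme reaction, room temperature, light-protected; reagent: SFCypet-SUMO1-SFYpet substrate at 25 nM; control set: no-enzyme low, enzyme-DMSO high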
beta cell repl – inducers of MIN6 beta-cell proliferation, primary screen, ATP luminescence, uHTS. 330,000 tested, 0.29% active. AID 2380, 2010. MIN6 cells proliferation, ATPlite luminescence, 48 h; cells starved in 0.2% serum; 100% = growth in 10% serum. proliferation, % at 10 µM;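 active means compounds whose signal lies at least 3.5 SD above the mean of all wells on their plate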;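 further: 0% = DMSO-treated cells in low-serum medium and 100% = 10% serum control; some compounds called inactive have numbers as strong as hits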
* hit, by the source's call. These rows are one share of the data; count on the stated rates, not on these rows.

SMILES | APOBEC3A inh | hIAP block | mIAP block | hIAP activ | NALP3 yeast inh | mIAP activ | A3G deaminase | SENP1 FRET inh | beta cell repl
CCN(CC)S(=O)(=O)c1ccc(-c2nnc(SCC(=O)c3ccc(OC)cc3)o2)cc1 | 4 | 6 | 3 | 0.94 | 10 | 0.97 | 8 | 0 | -3
Clc1ccc(N2CCN(Cc3ccco3)CC2)cc1 | -2 | 30 | 5 | 0.7 | 9 | 0.95 | -8 | -1 | 0
Cc1cccc(-n2ncc3c(NCc4ccc5c(c4)OCO5)ncnc32)c1 | 2 | 4 | -14 | 0.96 | 32 | 1.1 | 8 | -1 | -4
Cc1ccc([N+](=O)[O-])c(OCCN2CCC(Cc3ccccc3)CC2)c1 | -2 | 11 | 12 | 0.89 | 39 | 0.88 | -7 | 0 | -6
O=C(NCCCCO)C(F)(F)C(F)(F)C(F)(F)C(=O)NCCCCO | -2 | -6 | 12 | 1.1 | -12 | 0.88 | -3 | 2 | -1
CCN(C1CCS(=O)(=O)C1)S(=O)(=O)c1cccc([N+](=O)[O-])c1 (stereo not given) | -2 | -7 | 7 | 1.1 | 20 | 0.93 | -8 | 0 | -2
COc1ccc(S(=O)(=O)N(CCC(=O)O)Cc2ccccc2)cc1 | -4 | 18 | -4 | 0.82 | 20 | 1 | -7 | 0 | 1
COc1ccc(-c2cc(C)no2)cc1S(=O)(=O)Nc1ccc(NC(C)=O)cc1 | 3 | -19 | -5 | 1.2 | 0 | 1.1 | 0 | 0 | -2
O=C(Cn1nc(C(=O)O)c2ccccc2c1=O)c1c[nH]c2ccccc12 | 2 | -7 | -11 | 1.1 | 1 | 1.1 | 20 | -2 | -1
COc1ccc(CCN=Cc2ccc(O)cc2)cc1OC | -5 | 35 | 0 | 0.65 | 21 | 1 | -7 | 2 | 0
Cc1nnc(N2CCCC(C(=O)NCc3ccccc3F)C2)c2nn(-c3ccccc3)c(C)c12 (stereo not given) | 2 | -7 | -3 | 1.1 | 7 | 1 | 0 | 6 | -7
CC(NC(=O)c1ccco1)C(=O)N1CCN(C(c2ccccc2)c2ccccc2)CC1 (stereo not given) | -1 | -10 | 4 | 1.1 | 44 | 0.95 | -7 | 1 | 3
Cc1ccc(OC(=O)Nc2ccccc2)cc1 | -2 | 13 | 0 | 0.87 | 14 | 1 | -6 | 0 | 3
N/C(=N\OC(=O)c1cc(Br)ccc1Cl)c1cccnc1 | 2 | 5 | 7 | 0.95 | -6 | 0.93 | -2 | 1 | -1
Cc1c(N=Cc2ccncc2)c(=O)n(-c2ccccc2)n1C | -8 | -15 | -3 | 1.1 | 13 | 1 | 5 | 2 | -1
CCCC(=O)NC(c1ccc(OCC)cc1)c1ccc(OC)c(OC)c1 (stereo not given) | -3 | 0 | 5 | 1 | 6 | 0.95 | -6 | 0 | 0
Cc1nn(Cc2ccccc2)c(Cl)c1/C=N/NC(=O)CNc1cccc(C(F)(F)F)c1 | -3 | 2 | -14 | 0.98 | 3 | 1.1 | -10 | 0 | -4
COCCN(C(=O)CCC(=O)Nc1ccccn1)C(C(=O)NC1CCCC1)c1ccc(OC)cc1 (stereo not given) | -4 | 5 | -12 | 0.95 | 3 | 1.1 | -6 | 2 | -1
CCN(CC)S(=O)(=O)c1cccc(C(=O)N2CCCc3ccccc32)c1 | -3 | -10 | 1 | 1.1 | 17 | 0.99 | -4 | 1 | -1
COc1ccccc1-c1cn[nH]c1-c1ccc(OCc2ccccc2F)cc1O | 1 | -69 | -10 | 1.7 | 1 | 1.1 | -4 | 1 | -6
C=CCN1C(=O)/C(=C\c2ccc(Cl)cc2)N=C1SCC(=O)NCCC | -1 | -3 | 3 | 1 | 17 | 0.97 | -3 | -11 | -1
Cc1ccnc(NC(=O)c2ccc([N+](=O)[O-])s2)c1 | -1 | -3 | 1 | 1 | 3 | 0.99 | -5 | -1 | -7
CCOC(=O)C1CCN(c2nc3ccccc3nc2C(C#N)C(=O)OC(C)COC)CC1 (stereo not given) | 2 | -6 | 7 | 1.1 | 25 | 0.93 | 2 | -24 | -1
O=C(c1nc2ccc(Cl)cn2c1CN1CCCC1)N1CCc2ccccc2C1 | 14 | 0 | 18 | 1 | 9 | 0.82 | 5 | -43 | -1
COc1cc(CN2CCNC(=O)C2CC(=O)N(C)Cc2cccnc2)cc(OC)c1 (stereo not given) | 0 | 5 | 6 | 0.95 | 5 | 0.94 | -1 | -4 | -2
CN(C)c1ccc(CNn2cnnc2)cc1 | -1 | 16 | 6 | 0.84 | 12 | 0.94 | 12 | 1 | -2
COc1ccc(/C=N/NC(=O)c2ccc(CSc3nc(C)cc(C)n3)cc2)c(OC)c1OC | -2 | -2 | 16 | 1 | 15 | 0.84 | -6 | 2 | 0
CCN(CC)CCNC(=O)c1ccc(CS(=O)(=O)c2ccc(Br)cc2)o1 | -2 | -3 | 12 | 1 | 5 | 0.88 | -7 | -1 | -1
Cc1nnc(SCC(N)=O)n1CCc1ccccc1 | -9 | -16 | -15 | 1.2 | 12 | 1.1 | -11 | 3 | -1
CC(C)CNC(=O)c1ccccc1NC(=O)CN(c1ccccc1)S(=O)(=O)N(C)C | 2 | 4 | 6 | 0.96 | 11 | 0.94 | -3 | 2 | 1
COc1ccc(-c2cnn(C3CCS(=O)(=O)C3)c2N)cc1 (stereo not given) | -16 | -1 | 5 | 1 | 4 | 0.95 | -4 | 4 | -3
Cc1ccc(S(=O)(=O)N2CCOCC2)cc1NC(=O)Cn1ccsc1=N | 3 | 2 | -4 | 0.98 | 7 | 1 | -3 | -2 | -4
CC(=O)CC[C@@H](C)O[C@@H]1OC(C)[C@H](O)CC1O (stereo not given in full) | -1 | -5 | 3 | 1.1 | 12 | 0.97 | 1 | -1 | -5
Cc1ccc2c(c1)[nH]c1c(=O)n(CCCN3CCOCC3)cnc12 | -2 | -7 | 4 | 1.1 | 16 | 0.96 | -7 | 0 | 1
CC(C)C[C@H](NC(=O)c1[nH]cnc1C(=O)N[C@@H](Cc1ccccc1)C(=O)OCc1ccccc1)C(=O)OC(C)(C)C | -1 | -35 | -10 | 1.3 | 22 | 1.1 | -10 | -1 | -9
CCN1CCN(CC(=O)N2N=CCC2c2ccccc2)CC1 (stereo not given) | 3 | 10 | -3 | 0.91 | 33 | 1 | -5 | 0 | 4
CCCC(c1nnnn1Cc1ccco1)N1CCN(C2CCCC2)CC1 (stereo not given) | 0 | -12 | -1 | 1.1 | 10 | 1 | 1 | 2 | -2
COc1ccc(CNC(=O)Cn2cc(C(F)(F)F)ccc2=O)cc1OC | 4 | -7 | -1 | 1.1 | 15 | 1 | -13 | 1 | -1
CCCC(=O)Nc1c(-c2ccccc2)c(=O)c(C)nn1-c1ccccc1 | -4 | -15 | -4 | 1.1 | 21 | 1 | -6 | 0 | -2
O=C(Nc1nccs1)C1CCCN1/C=C/C(=O)C(F)(F)F (stereo not given) | -9 | 0 | -4 | 1 | 1 | 1 | -3 | 1 | -2

Some of the entries so far, with two lines to a compound.
Fields – APOBEC3A inh, hIAP block, mIAP block, hIAP activ, NALP3 yeast inh, mIAP activ, A3G deaminase, SENP1 FRET inh, beta cell repl
COc1cc(CN2CCNC(=O)C2CC(=O)N(C)Cc2cccnc2)cc(OC)c1 (stereo not given)
 : 0, 5, 6, 0.95, 5, 0.94, -1, -4, -2
C=CCN1C(=O)/C(=C\c2ccc(Cl)cc2)N=C1SCC(=O)NCCC
 : -1, -3, 3, 1, 17, 0.97, -3, -11, -1
COc1ccc(CCN=Cc2ccc(O)cc2)cc1OC
 : -5, 35, 0, 0.65, 21, 1, -7, 2, 0
COc1ccc(-c2cnn(C3CCS(=O)(=O)C3)c2N)cc1 (stereo not given)
 : -16, -1, 5, 1, 4, 0.95, -4, 4, -3
CCCC(=O)NC(c1ccc(OCC)cc1)c1ccc(OC)c(OC)c1 (stereo not given)
 : -3, 0, 5, 1, 6, 0.95, -6, 0, 0
CC(=O)CC[C@@H](C)O[C@@H]1OC(C)[C@H](O)CC1O (stereo not given in full)
 : -1, -5, 3, 1.1, 12, 0.97, 1, -1, -5

Later entries
SMILES | APOBEC3A inh | hIAP block | mIAP block | hIAP activ | NALP3 yeast inh | mIAP activ | A3G deaminase | SENP1 FRET inh | beta cell repl
COc1ccc(CCNC(=O)C2CCCN(S(=O)(=O)c3cccc4nonc34)C2)cc1OC (stereo not given) | -2 | 6 | 1 | 0.94 | 6 | 0.99 | -5 | 2 | 0
Cc1cc(=O)[nH]c(-c2ccccc2O)n1 | -4 | -26 | 6 | 1.3 | -8 | 0.94 | -6 | -3 | -2
Cc1csc(NC(=O)CSc2nnc(-c3ccoc3C)n2Cc2ccco2)n1 | 2 | -2 | 7 | 1 | 0 | 0.93 | 2 | -15 | -1
COCC1CCN(C(=O)c2ccc3oc(Cc4ccc(Cl)cc4)nc3c2)C1 (stereo not given) | -2 | -16 | 1 | 1.2 | 7 | 0.99 | -2 | 2 | 0
COc1ccc(C(=O)Nc2ccc(Oc3ncnc4sc(-c5ccccc5)cc34)cc2)cc1OC | -7 | -4 | -11 | 1 | 14 | 1.1 | -6 | -5 | 0
Cc1ccc(C(=O)N(CC(=O)NC2CCCC2)c2ccc(F)cc2)s1 | -3 | -20 | -5 | 1.2 | 18 | 1 | -6 | -1 | 0

Entries of single compounds, looked up by structure. Screens in order: APOBEC3A inh, hIAP block, mIAP block, hIAP activ, NALP3 yeast inh, mIAP activ, A3G deaminase, SENP1 FRET inh, beta cell repl
Shown for Cc1csc(NC(=O)CSc2nnc(-c3ccoc3C)n2Cc2ccco2)n1 = 2, -2, 7, 1, 0, 0.93, 2, -15, -1
Shown for COCC1CCN(C(=O)c2ccc3oc(Cc4ccc(Cl)cc4)nc3c2)C1 (stereo not given) = -2, -16, 1, 1.2, 7, 0.99, -2, 2, 0
Shown for COc1ccc(C(=O)Nc2ccc(Oc3ncnc4sc(-c5ccccc5)cc34)cc2)cc1OC = -7, -4, -11, 1, 14, 1.1, -6, -5, 0
